human PMI inhibition: inhibitors of human PMI, primary screen, biochemical, fluorescence intensity, coupled assay (AID 1209). Mannose-6-phosphate isomerase (Homo sapiens). purified PMI enzyme, coupled fluorescence intensity; higher % means a stronger effect. inhibition, % at 20 µM, or IC50 in µM where a hit was titrated. 190,000 compounds, 0.42% hits; in the data active = inhibition above about 50%;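 also: plate controls were DMSO vehicle for no effect and wells lacking substrate for full effect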
TNAP activation fold: human TNAP enzyme activators, primary screen, biochemical, luminescent, no phosphate acceptor, uHTS (AID 1001); 200,000 compounds, 0.03% hits; Alkaline phosphatase, tissue-nonspecific isozyme (Homo sapiens); purified TNAP, luminescent activation assay, no phosphate acceptor; higher activation fold means a stronger effect; activation fold at 20 µM; hits with a dose series show EC50 in µM; in the data active = activation fold from about 3, or a potency from the dose series; inactive = the rest, 99 in 100 with activation fold below about 1.6; also: many of its hits are not listed in these tables
T cell HTS: modulators of CD8 T cell-vesicle binding, primary screen, mouse 2C CD8+ T cells, flow cytometry | 2C CD8+ T cell-vesicle binding; active compounds read low | calls only at 7 µM | 330,000 compounds, 0.068% hits;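 active = response, share of CD8 T cells binding vesicles, and their 90th percentile fluorescence all below set limits, cut at about 80% in these data, passing the limit was not always enough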
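Assay system: 2C TCR transgenic mouse naive CD8+ T cells, MACS-purified | Read-out: CD8+ gate FL2 mean fluorescence as % of same-row positive control | Signal: High-throughput flow cytometry with anti-B7-1 and anti-CD8 staining | Timing: Binding step 1.5 h, 37 °C, antibody labelling 20 min, ice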
Myeloid diff MLP: induction of myeloid progenitor differentiation, primary screen, cell-based, flow cytometry, MLPCN library. ER-HoxA9 myeloid progenitors, lysozyme-GFP differentiation. 360,000 compounds, 1% hits. calls only at 10 µM;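 active = normalized GFP-positive differentiation at or above the plate's own cutoff, the solvent-only control mean plus 3 SD; inconclusive = no clear call, values can overlap the other calls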;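 also: cells exposed to compound for four days before flow analysis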
bCat nuc transl: modulators of beta-catenin nuclear translocation, primary screen, imaging, HeLa cells, immunofluorescence, high-content. 190,000 compounds, 0.3% hits. nuclear translocation activity, % at 5 µM;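 active = nuclear translocation activity above 50% at 5 µM, with a well cell count of 50 or more; inconclusive = wells under 50 cells across six images, flagged as toxic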;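 also: per-cell ratio of nuclear to cytoplasmic median beta-catenin stain intensity; plate controls were DMSO negative control for no effect and GSK-3 inhibitor IX positive control for full effect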
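Test system: human HeLa cells, native beta-catenin. Compound dosing: 5 µM primary single dose, 0.1% DMSO, 0.02–20 µM confirmation series. Incubation: compound exposure 24 h at 37°C. Detection: beta-catenin immunostaining with DAPI counterstain, 20x imaging, 6 fields/well. Read-out basis: Nuclear/cytoplasmic beta-catenin signal ratio, % activation.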
MT stabilizer: microtubule stabilizers in HeLa cells, primary screen, imaging, high-content imaging. % tubulin-high responders, % at 10 µM. HeLa tubulin immunostaining HCS, 24 h; share of cells brighter than vehicle mean+2SD. 200,000 compounds, 0.83% hits;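 active = plate Z-score above 3 for both tubulin-high and condensed-nucleus cell shares, with cell loss under 80%, at 10 µM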;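 also: anti alpha tubulin signal scored within the nucleus-defined area of each cell; some results filed as inactive read as strong as hits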
Dynein cargo inh: inhibitors of GR-EGFP nuclear translocation, primary screen, dynein cargo transport inhibitor project, imaging, high-content, 3617.4 mouse cells | z-score, hits read low | test concentration mostly 20 µM; stimulated with dexamethasone, 1 µM; active compounds read low | 220,000 compounds, 0.47% hits | AID 1381, 2008;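 active = plate z-score of nuclear minus cytoplasmic receptor signal below a set negative limit, without overly bright fluorescence or cell loss, cut at about -3.5 in these data, passing the limit was not always enough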;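 also: z-score of nuclear minus cytoplasmic ring GR-EGFP intensity difference per well; some compounds called inactive have numbers as strong as hits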
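Buffer or medium: tet-free, stripped-serum medium; reagent: dexamethasone at 1.0 µM final, 30 min; incubation: 48 h induction, 1 h compound, 30 min dex at 37 °C; measured by: formaldehyde fixation, Hoechst nuclear stain, 10x automated fluorescence imaging; read-out: nuclear-to-cytoplasmic GR-EGFP distribution per well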
Insulin prom up: insulin promoter activators in MIN6 cells, imaging, high-content screening, mouse beta cells. z-score at 5 µM. 190,000 compounds, 0.3% hits. AID 1625, 2009. MIN6 insulin promoter-GFP reporter; active compounds read high;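 active = z-score above 3 at 5 µM with at least 500 cells counted in the well; inconclusive = wells under 500 cells, flagged as cytotoxic or low count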
Hep lipid drop: inhibitors of hepatocyte lipid droplet formation, primary screen, imaging, high-throughput imaging, BODIPY stain. AML12 mouse hepatocytes, oleate lipid droplets. 240,000 compounds, 0.4% hits. inhibition, % at 6.5 µM;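 active = lipid droplet intensity inhibited by at least 50%, with more than 500 cells counted; inconclusive = wells with under 300 cells, treated as cytotoxic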
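System: AML12 hepatocytes (mouse). Probe or stimulus: oleic acid at 100 µM to induce lipid droplet formation. Times: overnight treatment with compound plus oleate. Detection: Image-based BODIPY and DAPI two-channel analysis. Evaluation: percent inhibition of filter-corrected integrated lipid droplet intensity per well.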
Dynein cargo inh cytoplasmic EGFP: second read-out of Dynein cargo inh, no call of its own (marks repeat the call); z-score; measured here: cytoplasmic GR-EGFP intensity; active compounds read high
Dynein cargo inh nuclear GR-EGFP: recorded beside Dynein cargo inh, whose call it bears; z-score; measured here: nuclear GR-EGFP intensity;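 lower value marks the stronger effect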
Dynein cargo inh cell count: recorded beside Dynein cargo inh, whose call it bears; z-score; measured here: cell count per field
Insulin prom up cell count: second read-out of Insulin prom up, no call of its own (marks repeat the call); cell count; measured here: cytotoxicity, nuclei count;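 total cells summed across four imaged fields per well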
Hep lipid drop cells 6.5 µM: recorded beside Hep lipid drop, whose call it bears; cell count; measured here: cell count, cytotoxicity flag;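 cells counted across two imaged fields per well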
bCat nuc transl cell count 5 µM: second read-out of bCat nuc transl, no call of its own (marks repeat the call); cell count; measured here: cell count, cytotoxicity flag
T cell HTS vesicle-bound %: also measured in T cell HTS; calls as there; double positive events, %; measured here: CD8+ vesicle-bound cell fraction;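 binding gate set so that unloaded-vesicle control wells show 10% double positive cells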
MT stabilizer Hoechst-high %: further read-out of MT stabilizer, marked with its call; % Hoechst-high responders; measured here: nuclear condensation Hoechst responders;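 share of cells brighter than vehicle mean plus two SD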
MT stabilizer cytotoxicity %: recorded beside MT stabilizer, whose call it bears; toxicity, %; measured here: cytotoxicity by cell density;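 0% = mean cell density of plate MIN control wells and 100% = no cells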
Myeloid diff MLP GFP+ MAC1+ %: recorded beside Myeloid diff MLP, whose call it bears; GFP+ MAC1+ double positive, %; measured here: differentiation confirmed by MAC1 staining
An asterisk follows results filed as active; i = inactive; ? = inconclusive; nt = no result given.

SMILES	human PMI inhibition	TNAP activation fold	T cell HTS	T cell HTS vesicle-bound %	Myeloid diff MLP	Myeloid diff MLP GFP+ MAC1+ %	bCat nuc transl	bCat nuc transl cell count 5 µM	MT stabilizer	MT stabilizer Hoechst-high %	MT stabilizer cytotoxicity %	Dynein cargo inh	Dynein cargo inh cytoplasmic EGFP	Dynein cargo inh nuclear GR-EGFP	Dynein cargo inh cell count	Insulin prom up	Insulin prom up cell count	Hep lipid drop	Hep lipid drop cells 6.5 µM
CC(C)(C)CC(=O)O/N=C(\N)c1ccccn1	4%	1.1	i	29	i	0.2	1.5	1086	4.2	2.1	4.5	0.71	-0.23	0.27	-0.16	-0.18	1268	11	616
O=C(Cc1ccccc1)N/N=C/c1ccc(Cl)cc1Cl	12%	1	i	7	i	5.8	3.3	1456	1.1	1.2	9.3	1.5	-0.19	0.36	-1.6	1.5	1396	nt	nt
O=C(NC1(C(F)(F)F)NC(=O)N(Cc2cccnc2)C1=O)c1ccccc1 (stereo not drawn)	-4%	1.1	i	36	i	0.6	-1.4	1379	3.6	2.0	3.2	1.2	-0.17	-0.025	-0.91	0.09	1571	nt	nt
O=C1N/C(=N/O)S/C1=C/c1cccc([N+](=O)[O-])c1	-10%	1	i	61	i	0.6	2.1	896	3.5	2.8	6.6	0.39	-0.34	-0.21	0.3	0.28	1266	0	689
O=C(Nc1ccccc1Cl)c1ccc(Cl)cc1Cl	6%	1.1	i	38	i	0.4	1.0	1027	1.3	1.5	1.6	-0.044	-0.17	0.15	-1.5	-0.7	1214	10	696
CC(C)CCNC(=O)C1CCN(c2nnc(-n3cccc3)s2)CC1	6%	1.1	i	24	i	2.8	-0.4	1093	6.2	1.4	8.4	-1.3	-0.28	-0.63	0.98	-0.88	1880	-9	623
O=C(CSCc1ccc(Br)cc1)N=Nc1c(O)[nH]c2ccccc12	4%	1.3	i	60	i	0.1	-5.0	563	2.5	2.2	4.9	-0.41	-0.23	-0.33	0.3	-0.43	1412	-19	628
COC(=O)[C@@H]1C[C@@]2(O)[C@H](O)[C@H](O)[C@H](O)C[C@H]2N1Cc1ccc(C(C)(C)C)cc1	nt	nt	nt	nt	i	0.2	-0.9	1400	nt	nt	nt	-1	-0.81	-0.53	0.75	1.1	765	20	699
COC(=O)C1CCN(CC(N)=O)CC1	1%	1.2	i	66	i	1.3	-2.5	1179	4.8	2.3	1.7	0.84	-0.14	0.45	-0.29	nt	nt	5	738
CCNC(=O)CSc1nc2ccccc2c(=O)n1CCCOC(C)C	3%	1.1	i	34	i	0.6	-5.6	958	3.5	2.2	5.2	-0.69	-0.12	-0.06	0.13	0.14	1153	nt	nt
C=C(C)c1cccc(C(C)(C)NC(=O)N2CCN(c3ccccn3)CC2)c1	-4%	1	i	41	i	2.3	nt	nt	0.9	4.2	7.3	2.2	-0.028	1.7	-1.1	-0.92	881	nt	nt
CC(C)(C)c1ccccc1NC(=O)Cn1cnc2cc([N+](=O)[O-])ccc2c1=O	-8%	1	i	14	i	0.5	2.0	1090	1.9	2.6	9.6	0.63	-0.26	0.41	-1.3	-1.3	1187	0	689
C/C(=N/NC(=O)CN1CCN(S(=O)(=O)c2ccc(C)cc2)CC1)c1ccco1	nt	nt	i	35	i	0.3	-3.2	1147	nt	nt	nt	-0.46	-0.25	-0.35	0.92	-0.05	1411	6	724
Cc1cc(F)ccc1S(=O)(=O)Nc1ccccc1C(=O)Nc1ccc2[nH]c(=O)[nH]c2c1	19%	1.1	i	34	i	0.6	0.6	1097	2.7	1.5	1.3	-1.3	-0.23	-0.7	1.4	0.46	1931	-2	694
Cc1cccc2sc(NC(=O)CN3C(=O)C4CC=CCC4C3=O)nc12 (stereo not drawn)	13%	1.1	i	59	i	0.1	-1.2	1048	3.6	1.3	8.3	0.36	-0.33	-0.2	-0.46	0.35	1295	-9	704
COc1ccc(CCNC(=S)NCc2cccs2)cc1OC	6%	1.2	i	1	i	0.6	0.2	1039	2.2	3.2	0.3	-0.038	-0.11	0.24	-0.29	0.64	1525	0	668
C/C(=N/Nc1ccc([N+](=O)[O-])cc1)c1ccc(C)cc1C	7%	1	i	58	i	0.4	1.1	1062	1.3	2.1	4.8	0.35	0.17	-0.1	0.2	-0.09	1102	15	686
COC(=O)CCN(C(=O)c1cccc(OC(C)=O)c1)c1ccccn1	-11%	1.1	i	20	i	3.5	-5.3	1318	2.4	1.7	9.3	0.35	-0.22	0.36	1.7	-1.1	961	-6	798
Cn1c(=O)[nH]c(=O)c2c1nc(N1CCCCC1)n2C/C=N/Nc1ccc(C(=O)O)cc1	nt	nt	i	28	i	0.1	-1.3	1359	nt	nt	nt	0.75	-0.17	0.08	-0.54	-0.78	1413	nt	nt
COc1ccc(S(=O)(=O)N(C(C)=O)c2ccc3oc(=O)sc3c2)cc1	9%	0.9	i	58	i	1.6	-4.4	847	2.9	1.3	7.5	0.86	-0.049	0.39	-0.75	0.38	1721	nt	nt
CCOC(=O)N1CCC(NC(=O)c2cc3c(=O)n(C)c4ccccc4c3n2C)CC1	6%	1.1	i	40	?	nt	-3.4	1159	8.6	2.0	4.4	1.8	1.6	1.7	-1.5	nt	nt	4	645
C/C(=N/OC(=O)c1ccc(C)cc1)c1ccc(N2C(=O)C3CCCCC3C2=O)cc1 (stereo not drawn)	-2%	1.1	i	50	i	0.4	0.4	1463	1.0	1.7	8.0	-0.46	-0.043	-0.28	0.31	0.09	1284	nt	nt
CCCCNC(=O)Nc1ccon1	-1%	1.1	i	45	i	0.7	-1.5	920	2.8	1.1	9.0	3.2	0.039	1.9	-2.4	0.78	1063	nt	nt
NNc1ccc(Cl)c(C(=O)O)c1	nt	nt	i	42	i	0.4	0.9	1269	nt	nt	nt	0.019	-0.28	-0.1	-0.25	-0.41	1104	1	736
CSC1=NCCN1C(=O)Cc1cccc2ccccc12	nt	nt	i	51	i	0.2	0.5	1345	nt	nt	nt	2.2	-0.15	2.5	-2.4	nt	nt	8	732
SMILES	human PMI inhibition	TNAP activation fold	T cell HTS	T cell HTS vesicle-bound %	Myeloid diff MLP	Myeloid diff MLP GFP+ MAC1+ %	bCat nuc transl	bCat nuc transl cell count 5 µM	MT stabilizer	MT stabilizer Hoechst-high %	MT stabilizer cytotoxicity %	Dynein cargo inh	Dynein cargo inh cytoplasmic EGFP	Dynein cargo inh nuclear GR-EGFP	Dynein cargo inh cell count	Insulin prom up	Insulin prom up cell count	Hep lipid drop	Hep lipid drop cells 6.5 µM
Cc1ccc(S(=O)(=O)NCC(c2cccnc2)N2CCOCC2)cc1 (stereo not drawn)	-10%	0.9	i	55	i	0.3	0.2	1160	2.7	2.4	7.0	-0.74	-0.22	-0.32	0.86	nt	nt	8	743
Clc1ccc(Cl)c(OCCN2CCOCC2)c1	0%	1.1	i	58	i	0.7	nt	nt	2.7	1.9	5.3	0.15	-0.21	0.44	-0.75	0.31	1245	-4	775
COC(=O)c1ccc(CNC(=O)COc2ccccc2Br)o1	9%	1.1	i	30	i	5.0	-2.2	1061	3.5	0.4	20	1.1	-0.26	0.86	0.31	nt	nt	-2	652
O=C(Cn1cc[n+](CC(=O)c2ccc(Cl)cc2Cl)c1)c1ccc(Cl)cc1Cl	nt	nt	i	56	i	0.4	-0.3	1249	nt	nt	nt	1.6	0.23	1.4	-0.69	-0.05	1179	23	733
CCn1cnc2cc(NS(=O)(=O)c3ccc(C)cc3)ccc21	-3%	0.9	nt	nt	i	7.3	1.3	966	1.5	1.5	8.5	-0.51	0.1	0.038	0.42	0.71	838	-2	789
COc1ccc2occ(C(=O)c3ccc(N=C(C)N(C)C)cc3)c2c1	12%	1.1	i	48	i	0.5	1.0	998	1.1	1.2	11	-0.46	0.3	0.013	0.18	-0.36	1763	3	610
CCN(CC)C(=O)c1cc(-c2ccc(Br)cc2)on1	11%	1.1	i	41	i	1.3	-2.8	961	4.2	2.8	4.2	-0.62	-0.19	0.01	0.57	0.68	1603	nt	nt
CCOC(=O)N1CCC(N2Cc3cccc(C(=O)N4CC(C)CC(C)C4)c3C2=O)CC1 (stereo not drawn)	3%	1	i	33	i	0.3	-3.5	569	2.6	2.3	0.7	-0.045	-0.1	0.94	-1.7	0.16	1110	3	753
